LAP4 TOR yeast = modulators of LAP4-GFP expression in yeast, primary screen, S. cerevisiae, multiplex flow cytometry, MLPCN library; 3 h; median GFP as percent of DMSO wells; GFP response vs DMSO, % at 10 µM; 320,000 tested, 0.34% active; AID 2023, 2009;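 active = GFP response vs DMSO above a set limit, about the screen mean plus 3 SD, cut at about 150% in these data; inconclusive = under 70 cell events counted for the yeast strain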
MEP2-GFP yeast = modulators of MEP2-GFP levels in yeast, primary screen, S. cerevisiae, multiplex flow cytometry, MLPCN library; S. cerevisiae MEP2-GFP strain, 3 h; 100% = DMSO control level; GFP response vs DMSO, % at 10 µM; 330,000 tested, 0.51% active; AID 2016, 2009;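 active = GFP response versus DMSO above a set limit, roughly screen mean plus 3 SD, cut at about 180% in these data; inconclusive = fewer than 70 cells counted for a yeast strain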;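 note: median GFP fluorescence of the barcode-gated MEP2-GFP cells per well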
GASC-1 inh = inhibitors of GASC-1 histone demethylase, primary screen, biochemical, fluorescence, DELFIA europium; Lysine-specific demethylase 4C (Homo sapiens), Q9H3R0; GST-JMJD2C(1-420) H3K9me3 demethylation; inhibition, % at 2.35 µM; 330,000 tested, 0.069% active; AID 2099, 2009;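 active = more than half of a compound's replicate wells show inhibition beyond 50%, single wells judged on their own value; inconclusive = some, but no more than half, of replicates pass 50% inhibition; inactive = no replicate passes 50% inhibition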;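 note: signal counts dimethyl H3K9 product captured on neutravidin plate; 0% = median of DMSO wells and 100% = 0.3 times that DMSO median; strong numbers were not always called active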
Target sequence (Q9H3R0 1-420 limits assumed): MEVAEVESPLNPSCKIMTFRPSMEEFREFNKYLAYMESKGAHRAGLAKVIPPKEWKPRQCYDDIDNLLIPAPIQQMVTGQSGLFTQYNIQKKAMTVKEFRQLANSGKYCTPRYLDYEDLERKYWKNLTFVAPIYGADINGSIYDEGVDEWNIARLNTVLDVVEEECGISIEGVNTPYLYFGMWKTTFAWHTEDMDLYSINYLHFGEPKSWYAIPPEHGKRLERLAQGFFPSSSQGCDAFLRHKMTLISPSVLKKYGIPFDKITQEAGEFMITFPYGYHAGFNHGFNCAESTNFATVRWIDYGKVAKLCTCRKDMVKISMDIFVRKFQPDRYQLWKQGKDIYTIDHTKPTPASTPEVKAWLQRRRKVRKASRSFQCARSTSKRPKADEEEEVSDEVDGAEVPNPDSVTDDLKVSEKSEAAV
AHR act = AHR activators, primary screen, cell-based, luminescence, luciferase reporter, human; Aryl hydrocarbon receptor (Homo sapiens), P35869; AHR-responsive luciferase reporter cells; activation, % at 5 µM; 320,000 tested, 2.5% active; in the data active = activation above about 47%;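 note: 0% = vehicle wells and 100% = reference agonist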
procasp7 counter = procaspase-7 activators, primary screen, counter-screen for procaspase-3 activator project, biochemical, absorbance, HTS, human; activation, % at 8.5 µM; recombinant procaspase-7, Ac-DEVD-pNA absorbance 405 nm; D23A/D198A/D206A triple mutant, cannot self-cleave; scale: DMSO 0, 5 µM enzyme 100; AID 463210, 2010; 330,000 tested, 0.093% active;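 active = percent activation above the screen-wide mean plus 3 SD, cut at about 25% in these data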
Target sequence (P55210 whole entry D23A/D198A/D206A): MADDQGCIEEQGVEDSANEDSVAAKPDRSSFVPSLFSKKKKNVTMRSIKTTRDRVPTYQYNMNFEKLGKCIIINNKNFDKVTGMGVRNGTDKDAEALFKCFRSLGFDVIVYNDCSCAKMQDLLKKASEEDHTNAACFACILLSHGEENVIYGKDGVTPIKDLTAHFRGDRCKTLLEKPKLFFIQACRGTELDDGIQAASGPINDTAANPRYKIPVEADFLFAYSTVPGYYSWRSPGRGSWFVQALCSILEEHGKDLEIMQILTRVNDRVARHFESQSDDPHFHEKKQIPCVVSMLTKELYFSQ
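System: Procaspase-7 triple mutant (PC-7 D3A); measure: % activation from two-timepoint absorbance difference, scaled to controls; times: 1 h compound preincubation, 2 h substrate cleavage, 25 °C; also added: Ac-DEVD-pNA substrate, 400 µM as added; measured by: Epi-absorbance of released pNA at 405 nm, two timepoints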
procasp3 activ = activators of human procaspase-3 D3A mutant, primary screen, biochemical, absorbance, PC-3 D3A mutant, single concentration | recombinant procaspase-3 D3A, Ac-DEVD-pNA absorbance 405 nm | activation, % at 8.5 µM | 330,000 tested, 0.11% active;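 active = activation above the mean of all tested compounds plus 3 SD, cut at about 21% in these data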;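 note: 0% = DMSO alone and 100% = DMSO wells spiked with extra 5 µM PC-3 D3A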
Target sequence (P42574 whole entry D9A/D28A/D175A): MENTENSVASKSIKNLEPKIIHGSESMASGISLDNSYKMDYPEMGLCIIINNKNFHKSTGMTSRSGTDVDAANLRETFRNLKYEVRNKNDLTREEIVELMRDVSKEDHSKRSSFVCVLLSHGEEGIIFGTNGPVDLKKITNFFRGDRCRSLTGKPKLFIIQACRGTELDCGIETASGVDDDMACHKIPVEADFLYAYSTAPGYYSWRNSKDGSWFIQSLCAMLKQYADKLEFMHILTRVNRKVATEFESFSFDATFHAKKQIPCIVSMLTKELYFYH
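Assay system: Autoprocessing-dead procaspase-3 D3A mutant enzyme; also added: Ac-DEVD-pNA; doses: one concentration, 8.5 µM nominal, 0.8% DMSO; times: 1 h compound preincubation, 2 h substrate hydrolysis at 25 °C; technique: 405 nm absorbance of p-nitroaniline, reads at 0 and 120 min; measure: % activation between DMSO and enzyme-spiked controls; repeats: single replicate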
CR mimetic SO = reduction of superoxide in aged yeast, primary screen, HTS; 330,000 tested, 0.18% active; AID 2690, 2010; superoxide response (% of plate mean), % at 10 µM; S. cerevisiae aged cells, superoxide DHE fluorescence; stronger effect = lower value;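 active = superoxide response under a set limit, about three screen SD below normal, cut at about 65% in these data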;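 note: yeast aged for seven days with compound at 30 °C before DHE staining; 100% = average MFI of all compound-treated wells on the plate with controls excluded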
RPL19A TOR yeast = RPL19A-GFP expression modulators in yeast, primary screen, cell-based, S. cerevisiae, multiplex flow cytometry, MLPCN | S. cerevisiae RPL19A-GFP strain, 3 h; stronger effect = lower value | percent response vs DMSO, % at 10 µM | 330,000 tested, 0.3% active;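 active = percent response vs DMSO below 50%; inconclusive = fewer than 70 events counted for the yeast strain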;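 note: median channel GFP fluorescence of the barcoded RPL19A-GFP strain; ratio of sample median GFP to plate DMSO average so 100% = DMSO; lower means less RPL19A-GFP as with rapamycin TOR inhibition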
Active calls of the source: *; ? = inconclusive; nt = not tested or not shown; [ ] = dose if it differs, or a comment.

SMILES	LAP4 TOR yeast	MEP2-GFP yeast	GASC-1 inh	AHR act	procasp7 counter	procasp3 activ	CR mimetic SO	RPL19A TOR yeast
C=CCNCc1ccccc1[N+](=O)[O-]	128	87	-11	3	-6	-3	95	92
CN(C)CCn1c(C(=O)O)cc2ccccc21	90	96	-5	2	3	-3	118	102
COc1ccc(-c2nnc(SCC(=O)NC3CCCc4ccccc43)n2N)cc1 (stereo not given)	92	112	0	3	3	-9	91	95
CCOC(=O)Cc1csc(NC(=O)CSc2nnnn2-c2ccc(F)cc2)n1	110	114	0	-3	9	2	100	108
CNC(=O)NC(=O)C(OC(=O)Cc1cccc(C(F)(F)F)c1)c1ccccc1 (stereo not given)	92	101	-7	1	8	5	94	100
COC(=O)c1ccc(Cn2cnc3cnccc32)cc1	91	103	8	11	8	2	97	103
CN(C)S(=O)(=O)Nc1ccc(Oc2ccccc2)cc1	?	?	7	-4	0	-1	85	?
CN(C)C(=O)CSc1nnc(CCNC(=O)OC(C)(C)C)o1	100	93	-7	-1	5	-2	103	100
Cc1ccc(C)c(NC(=O)CN(C)C(=O)c2cccc(-n3cccc3)c2)c1	101	92	0	2	0	-10	94	98
O=C(NN1C(=O)c2ccccc2NC1c1ccco1)c1ccc([N+](=O)[O-])cc1 (stereo not given)	89	101	7	-1	1	-8	115	98
CC1(C)CC(=O)c2cc(N=C/C(C(=O)c3ccccc3)=C(\O)c3ccccc3)c(=O)oc2C1	100	88	7	-2	4	-8	96	96
Cc1ccccc1-n1c(SCC(=O)N2CCN(c3ccccc3)CC2)nnc1-c1ccncc1	97	91	20	5	2	-9	109	96
O=C(c1ccc2c(c1)OCO2)N1CCN(c2ccc(Cl)cc2)CC1	111	107	35	0	2	6	108	99
C1=Cc2ccccc2Nc2ccccc21	106	98	-1	18	-6	-5	78	93
COc1ccc(S(=O)(=O)Nc2nnc(C)s2)cc1	95[may fluoresce violet]	139[may fluoresce violet]	1	-2	-2	-4	88	70[may fluoresce violet]
COc1ccc(C(C(=O)NCC2CCCO2)N(C(=O)Cn2nnc3ccccc32)c2ccc(NC(C)=O)cc2)cc1 (stereo not given)	91	106	4	2	2	4	95	107
O=C(c1cnsn1)N1CCC(CO)(Cc2ccc(Cl)cc2)CC1	97	101	-1	1	-5	2	107	95
COCCOC1CCN(C(=O)C2CCC(=O)N(Cc3cccc(F)c3)C2)CC1 (stereo not given)	95	102	0	-1	7	2	94	102
Cc1ccc(NC(=O)c2cccs2)cc1NC(=O)c1ccco1	100	102	-11	4	10	8	96	99
CCOC(=O)c1c(NC(=O)c2ccccc2N(C)S(=O)(=O)c2ccccc2)sc2c1CCCC2	90	102	10	1	12	8	103	97
COC(=O)c1sccc1OCc1cccc(OC)c1	113	107	5	2	5	5	98	103
O=C1N2CCSC2=NC1(NS(=O)(=O)c1ccccc1)C(F)(F)F (stereo not given)	100	110	2	-1	8	1	95	101
O=c1cc(-c2cccs2)oc2ccc(Cl)cc12	86	88	-1	19	-1	7	98	94
COc1ccccc1NC(=O)c1ccc(NC(=O)CNC(=O)c2ccc(OC)c(OC)c2)cc1	95	107	-1	0	5	-4	92	105
CCN1CCN(c2cc(C)c3cc(NC(=S)NCc4cccs4)ccc3n2)CC1	111	95	5	5	-9	-7	86	95
SMILES	LAP4 TOR yeast	MEP2-GFP yeast	GASC-1 inh	AHR act	procasp7 counter	procasp3 activ	CR mimetic SO	RPL19A TOR yeast
O=C(Nc1ccc(S(=O)(=O)Nc2nccs2)cc1)C1=NN(c2ccccc2)C(=O)CC1	75	?	3	24	7	-2	114	92
COc1cccc(Oc2ccc(C(F)(F)F)cc2NC(=O)CCc2nc3ccccc3c(=O)[nH]2)c1	66	106	-5	15	0	-5	101	111
COc1ccc(-c2cc(C(=O)N3CCCCC3)no2)cc1OC	108	106	17	8	0	7	96	103
CCOC(=O)c1[nH]c2ccc(OC)cc2c1NC(=O)CCN1CCC(C)CC1	103	98	-9	3	-6	8	120	98
OCCOCCn1c2ccccc2c2ccccc21	103	94	0	3	12	6	80	91
COc1ccc(CNS(=O)(=O)NCc2ccccc2)cc1OC	95	104	-3	2	-4	-3	91	103
Cc1nc2ccccc2n1CC(=O)N1CC(=O)Nc2ccccc21	93	101	1	0	4	5	89	97
Cc1ccc2c(=O)[nH]c(Nc3nc(C)cc(-c4ccccc4)n3)nc2c1	96	95	12	15	2	0	128	100
Cc1ccc(S(=O)(=O)C2(C(=O)NC3CCCCC3C)CC2)cc1 (stereo not given)	110	115	1	1	3	7	102	113
O=C(Nc1cccnc1)c1ccc(CN2CCc3ccccc3C2)cc1	98	98	4	12	7	3	104	98
Cc1ccc(NC(=O)CCN2CCN(C)CC2)cc1	92	108	-15	-1	2	-4	105	101
CCCCC1=CC2=C(c3ccco3)C(=O)C(C)(OC(=O)c3ccc(OC)cc3)C(=O)C2=CN1CC1CC1 (stereo not given)	112	92	-2	-1	-1	1	98	92
CCOC(=O)c1c(C)[nH]c(C(=O)COC(=O)c2ccc(F)c(S(=O)(=O)N3CCOCC3)c2)c1C	94	99	1	4	0	-3	102	nt
COc1ccc(-c2cc(=O)oc3cc(OCC(=O)N4CCOCC4)ccc23)cc1	93	107	2	2	1	-3	92	104
COc1cccc(C(=O)OCC(=O)c2ccc(Br)s2)c1	100	97	8	3	-9	6	101	91
Cc1cccc(CN2CCC(C(=O)Nc3cccc(-c4cscn4)c3)CC2)n1	92	105	0	20	-4	-1	93	103
Cc1ccc2nc(NC(=O)COC(=O)CSc3nc(C)cc(C)n3)sc2c1	105	107	2	29	-12	1	95	99
O=C(Nc1ccc(F)cc1)c1ccccc1CC[N+](=O)[O-]	91	92	9	4	9	-1	91	93
O=C(COC(=O)Cc1c(Cl)cccc1Cl)NCCC1=CCCCC1	100	107	?	-1	2	5	90	102
CCCCCN(C(=O)NC(=O)Nc1ccc(C)cc1)S(=O)(=O)c1ccccc1	94	101	1	7	-1	2	94	100
N#Cc1ccc(OCC(=O)NC2=NCCS2)cc1	83	91	-4	1	9	2	77	100
CNC(=S)NCCc1ccc(OC)c(OC)c1	93	104	-3	-1	0	3	115	98
COc1ccc(NS(=O)(=O)c2ccc3oc(SCc4ccc(F)cc4)nc3c2)cc1	98	101	-4	3	-6	1	95	103
O=C(Nc1cccc(S(=O)(=O)NC2=NCCC2)c1)c1ccccc1	84	96	-6	1	-8	5	92	99
CCOC(=O)C(CC)n1cnc2c(nnn2-c2ccccc2)c1=O (stereo not given)	104	103	1	2	-4	-4	87	102

Compound profiles, as listed above. Order of screens: LAP4 TOR yeast, MEP2-GFP yeast, GASC-1 inh, AHR act, procasp7 counter, procasp3 activ, CR mimetic SO, RPL19A TOR yeast
`COc1ccc(-c2cc(=O)oc3cc(OCC(=O)N4CCOCC4)ccc23)cc1` across the screens: 93, 107, 2, 2, 1, -3, 92, 104
`Cc1cccc(CN2CCC(C(=O)Nc3cccc(-c4cscn4)c3)CC2)n1` across the screens: 92, 105, 0, 20, -4, -1, 93, 103
`OCCOCCn1c2ccccc2c2ccccc21` across the screens: 103, 94, 0, 3, 12, 6, 80, 91

The list goes on:
SMILES	LAP4 TOR yeast	MEP2-GFP yeast	GASC-1 inh	AHR act	procasp7 counter	procasp3 activ	CR mimetic SO	RPL19A TOR yeast
Nc1cc(Cl)nc(N/N=C/c2ccc([N+](=O)[O-])cc2)n1	101	97	5	5	2	11	110	100
COC(=O)c1sccc1NC(=O)c1cc(OC)c(OC)c(OC)c1	100	100	-13	0	-3	4	89	98
C[C@H]1CN([C@@H](C)CO)C(=O)c2cccc(NC(=O)c3ccc(-c4nccs4)cc3)c2O[C@@H]1CN(C)C(=O)Nc1cccc2ccccc12	83	90	2	6	-4	0	103	98
O=S1(=O)NC(=NCC(c2ccco2)N2CCCCC2)c2ccccc21 (stereo not given)	104	106	2	3	-13	-2	100	99
CC(C)n1c(SCC(=O)N2CCCCC2)nc2c1c(=O)n(C)c(=O)n2C	87[may fluoresce violet]	305*[may fluoresce violet]	20	1	13	9	103	54[may fluoresce violet]
COc1ccc2c(c1)-c1nc(/N=C/c3cccc(OC)c3O)sc1CC2	98	94	-12	12	-7	-9	98	97
CC(C)(C)c1ccc(CS(=O)(=O)CC2(O)CCN(C(=O)c3cccc(C(F)(F)F)c3)CC2)cc1	114	113	2	0	0	6	137	105
O=C(NCc1ccco1)c1ccc(F)c(S(=O)(=O)N2CCCCC2)c1	100	100	4	0	-7	-5	99	97
CCCCCCCNC1=CC(=O)CC(c2ccco2)C1 (stereo not given)	89	108	15	17	-10	-3	108	93
COc1ccc(-c2csc(NC(=O)CCCc3nc4ccccc4c(=O)[nH]3)n2)cc1OC	103	101	5	1	5	-9	103	99
CC1=C(C(=O)OC2CCCCC2)C(c2ccco2)n2ncnc2N1 (stereo not given)	100	92	5	0	-7	1	103	96
O=[N+]([O-])c1ccc(C2NS(=O)(=O)N=C3CCCCCN32)cc1 (stereo not given)	101	106	-1	1	-4	-3	95	99
CC(Oc1ccc(Cl)cc1Cl)C(=O)Nc1cccc(O)c1 (stereo not given)	104	102	0	-1	6	2	103	92
CC(C)(C)c1nc(N2CCN(C(=O)c3ccco3)CC2)c2nnn(Cc3ccccc3)c2n1	98	98	-3	-7	11	3	88	102
Nc1ncnc2c1ncn2[C@@H]1O[C@H](CNCc2ccccc2)[C@@H](O)[C@H]1O	96	93	-91	0	10	0	96	95
Cc1ccc(NC(=O)CN(C)C(=O)COc2cc(F)ccc2[N+](=O)[O-])cc1	90	107	8	22	0	8	106	94
O=C(NNC(=S)NC1CCCCC1)c1sc2ccccc2c1Cl	88	98	20	2	-3	3	99	101
CCCCCCN(C(=O)CCCCCN1C(=O)NC(c2ccc(-c3ccccc3)cc2)C(C(=O)OCc2ccccc2)=C1C)C(C(=O)NCCCC)c1ccc(OCC(=O)OC)cc1 (stereo not given)	101	89	-6	5	-1	-2	102	98
CC1Cc2nc(SCC(=O)N3CCCC3)n(C)c(=O)c2S1 (stereo not given)	93	99	6	-2	6	-2	89	98
O=S(=O)(c1ccc(Cl)nc1)N1CCCc2ccccc21	71[may fluoresce violet]	207*[may fluoresce violet]	9	0	-1	-6	94	53[may fluoresce violet]
O=C(Nc1ccccc1)c1ccco1	91	102	-1	nt	nt	nt	98	104
CC(C)(C)NC(=O)C1CCC(CNS(=O)(=O)c2cccc3nsnc23)CC1 (stereo not given)	99	109	-14	0	-4	13	99	99
COc1ccc(Cl)cc1C(=O)NNC(=O)c1nn(C)c(=O)c2ccccc12	100	99	10	66*	1	0	96	97
Cc1cc(S(=O)(=O)Nc2ccc3ccccc3c2)c(C)s1	101	99	7	9	1	-2	103	93
c1ccc(Cn2cnc3ccccc32)cc1	100	95	-15	-2	7	6	107	97
O=C(NCc1cccnc1)c1ccc(CN2CCc3ccccc3C2)cc1	90	96	27	9	-1	-5	110	95
Cc1ccc(S(=O)(=O)N2CCOCC2)cc1C(=O)NCC1CCCCC1	110	108	0	0	4	4	114	107

From PubChem BioAssay
